Screens deposited in PubChem BioAssay by NMMLSC.
ABCB1 inh = blocks JC-1 efflux by human ABCB1 transporter | 190,000 compounds, 0.067% hits | inhibition, % at 6.6 µM | P08183 | CCRF-Adr cells, flow cytometry; in the data active = inhibition above about 40%;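 note: 0% = vehicle and 100% = reference inhibitor; higher value means more JC-1 retained so stronger ABCB1 efflux block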
Bim-Bcl-W = human Bim-Bcl-W interaction inhibition; AID 952; Q92843; bead-based flow cytometry, Bim peptide-Bcl-W binding; inhibition, % at 10 µM; 190,000 compounds, 0.02% hits;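 note: 0% = bound tracer without compound and 100% = peptide blocker; higher means less fluorescent Bim peptide bound to Bcl-W beads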
Target sequence (Q92843 whole entry, looked up): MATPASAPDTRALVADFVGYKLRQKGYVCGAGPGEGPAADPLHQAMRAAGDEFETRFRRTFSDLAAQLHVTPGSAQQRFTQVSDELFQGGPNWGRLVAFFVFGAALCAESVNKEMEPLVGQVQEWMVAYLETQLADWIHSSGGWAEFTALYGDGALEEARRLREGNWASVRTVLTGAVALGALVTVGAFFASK
Bim-Bcl-XL = disrupts Bim peptide binding to human Bcl-XL; Q07817; bead flow cytometry, fluorescence; inhibition, % at 10 µM; 190,000 compounds, 0.04% hits; AID 1007
Bcl-2 Bim block = inhibitors of Bim-Bcl-2 interaction, human | inhibition, % at 10 µM | Bead-based flow cytometry, Bim peptide-Bcl-2 binding | P10415 | 190,000 compounds, 0.06% hits | AID 950; in the data active = inhibition above about 40%; inconclusive = no clear call, values can overlap the other calls;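 note: 0% = no compound wells with probe peptide and 100% = reference peptide inhibitor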
Target sequence (P10415 whole entry, looked up): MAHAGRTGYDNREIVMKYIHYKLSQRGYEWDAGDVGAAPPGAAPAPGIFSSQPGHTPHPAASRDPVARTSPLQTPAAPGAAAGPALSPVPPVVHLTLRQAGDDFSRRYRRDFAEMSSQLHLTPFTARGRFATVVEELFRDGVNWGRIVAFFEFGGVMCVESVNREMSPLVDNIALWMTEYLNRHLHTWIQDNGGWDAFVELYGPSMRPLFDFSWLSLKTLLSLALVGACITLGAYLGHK
RGS8-Gao = regulators of human RGS8-Galphao interaction. response (percent of control binding), % at 10 µM. P09471. multiplexed bead flow cytometry, RGS8-Galphao binding; actives lie on both sides. AID 1423. 220,000 compounds, 0.34% hits; in the data active = response below about 60% or above about 140%; inactive = in between;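 note: Galphao activated as the GDP aluminium fluoride complex binding bead-coupled RGS8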
Target sequence (P09471 whole entry, looked up): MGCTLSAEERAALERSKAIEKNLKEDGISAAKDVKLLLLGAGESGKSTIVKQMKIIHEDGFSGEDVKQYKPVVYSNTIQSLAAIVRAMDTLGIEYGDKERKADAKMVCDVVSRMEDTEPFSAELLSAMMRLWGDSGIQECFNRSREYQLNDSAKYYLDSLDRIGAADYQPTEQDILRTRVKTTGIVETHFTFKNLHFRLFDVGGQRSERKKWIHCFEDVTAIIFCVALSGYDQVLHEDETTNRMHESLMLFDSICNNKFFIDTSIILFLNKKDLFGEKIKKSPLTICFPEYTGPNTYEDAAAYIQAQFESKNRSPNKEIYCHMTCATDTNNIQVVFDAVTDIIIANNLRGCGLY
RGS4-Gao reg = modulates binding of RGS4 to human Galphao; Multiplexed bead flow cytometry; actives lie on both sides; 220,000 compounds, 0.33% hits; P09471; AID 1415; binding response (% of control), % at 10 µM; in the data active = binding response below about 49% or above about 150%; inactive = in between;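 note: fluorescent Galphao activated with aluminum fluoride binding bead-coupled RGS4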
RGS7-Gao reg = modulates binding of RGS7 to human Galphao. binding response (% of control), % at 10 µM. P09471. Multiplexed bead flow cytometry; actives lie on both sides. 220,000 compounds, 0.35% hits; in the data active = binding response below about 49% or above about 150%; inconclusive = no clear call, values can overlap the other calls; inactive = in between;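 note: fluorescent Galphao held in activated GDP-AlF4 state binding bead-coupled RGS7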
GSH bead fluor = GSH bead compound fluorescence profile. GSH beads flow cytometry, compound fluorescence 488/530 nm; active compounds read high. fluorescence (KMESF) at 10 µM. 190,000 compounds, 0.25% hits. AID 1776; in the data active = fluorescence above about 89;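 note: glutathione beads carrying GST-tagged Bcl family fusion proteins plus one bare bead set; values are compound well signal with DMSO vehicle wells as background; inactives centre near 16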
ABCG2 block = blocks JC-1 efflux by human ABCG2 transporter; AID 1325; Q9UNQ0; IgMXP3 cells, flow cytometry; inhibition, % at 6.6 µM; 190,000 compounds, 0.1% hits;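 active = inhibition above 80%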;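 note: 0% = DMSO and 100% = nicardipine control wells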
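Assay system – ABCG2 IgMXP3 and barcoded ABCB1 CCRF-Adr cell mix · Input – 3 million cells/mL in well · Reagent – JC-1 fluorescent substrate · Compound – single test compound dose, 6.6 µM final · Timing – 10 min exposure at 25 °C with rotation, no wash · Detection – flow cytometry of retained JC-1 fluorescence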
Bim-Bcl-B = human Bim-Bcl-B interaction inhibition | Q9HD36 | inhibition, % at 10 µM | bead-based flow cytometry, Bim peptide-Bcl-B binding | 190,000 compounds, 0.073% hits;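 note: 0% = tracer peptide without compound and 100% = reference inhibitor peptide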
Target sequence (Q9HD36 whole entry, looked up): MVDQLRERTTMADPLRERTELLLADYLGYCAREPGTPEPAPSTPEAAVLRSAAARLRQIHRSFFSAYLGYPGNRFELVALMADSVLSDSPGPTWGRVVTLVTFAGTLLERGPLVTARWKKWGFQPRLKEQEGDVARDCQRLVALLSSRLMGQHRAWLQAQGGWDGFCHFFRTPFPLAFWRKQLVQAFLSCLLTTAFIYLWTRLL
Bim-Bfl-1 = inhibitors of Bim-Bfl-1 interaction, human; Q16548; Bead-based flow cytometry, Bim-Bfl-1 binding inhibition; inhibition, % at 10 µM; 190,000 compounds, 0.12% hits; AID 1008;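 note: 0% = wells without compound plus tracer and 100% = blocker peptide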
* = called active by the depositor; ? = inconclusive; . = not tested or not shown. Cut-off read from the data, not from the text of the source, unless noted: active = inhibition above about 40%.

SMILES	ABCB1 inh	Bim-Bcl-W	Bim-Bcl-XL	Bcl-2 Bim block	RGS8-Gao	RGS4-Gao reg	RGS7-Gao reg	GSH bead fluor	ABCG2 block	Bim-Bcl-B	Bim-Bfl-1
Cc1cc(NC(=O)c2cc3n(n2)C(C(F)(F)F)CC(c2ccco2)N3)no1 (stereo not drawn)	0.8	0.0	-5.0	-12.0	100.6	100.3	100.3	21	4.9	-9.0	-13.0
Cc1cc(C)cc(NC(=S)NC2CC3CCCC(C2)N3CC(C)C)c1 (stereo not drawn)	0.6	1.0	-1.0	0.0	101.2	101.1	101.9	22	2.4	-3.0	-4.0
S=C(NCCN1CCOCC1)Nc1ccccc1Cl	-0.7	-6.0	-7.0	-3.0	127.9	105.9	105.1	14	-4.6	-5.0	1.0
O=C(c1nn2cccnc2c1Cl)N1CCN(c2ccccc2)CC1	0.3	1.0	-5.0	-11.0	101.4	102.3	105.9	8	3.3	-4.0	-11.0
CCCCCn1c(SCCOCC)nc2c1c(=O)[nH]c(=O)n2C	0.8	-2.0	-5.0	-6.0	102.3	101.4	100.6	14	2.6	-4.0	-9.0
CCCCC(=O)N(Cc1ccc(-c2ccccc2-c2nn[nH]n2)cc1)[C@H](C(=O)O)C(C)C	.	-2.0	1.0	0.0	103.0	103.6	103.5	68	1.3	-1.0	-2.0
Cc1[nH]nc(N=CC2=C(O)CC(c3ccco3)CC2=O)c1-c1ccccc1 (stereo not drawn)	0.6	-5.0	-4.0	-2.0	97.9	98.4	103.0	27	12.3	-7.0	0.0
Cn1c(=O)c2ncn(CC(=O)NCCOc3ccc(C(C)(C)C)cc3)c2n(C)c1=O	1.0	0.0	-4.0	0.0	101.4	100.0	105.4	15	4.5	0.0	1.0
O=C(Cn1nc(-c2ccc(Cl)cc2)ccc1=O)NCCCN1CCN(Cc2ccccc2)CC1	0.4	-2.0	-2.0	-4.0	135.1	112.8	110.0	22	0.6	-3.0	-3.0
CCc1ccc(CCC(=O)Nc2sc(C)c(C)c2C(=O)OC)o1	-0.2	2.0	-8.0	-6.0	102.3	100.0	104.5	39	2.7	-6.0	-5.0
CCc1ccc(-c2nc(C)c(CCO)c(=O)[nH]2)cc1	3.2	1.0	-1.0	-2.0	103.5	104.3	106.9	13	15.8	-3.0	-7.0
Cc1ccc(C(=O)CC2(O)C(=O)N(CN3CCOCC3)c3ccccc32)cc1 (stereo not drawn)	0.1	3.0	-1.0	-1.0	98.9	101.7	102.1	55	0.1	-6.0	-11.0
CN(C)CCN1C(=O)c2oc3ccc(F)cc3c(=O)c2C1c1ccncc1 (stereo not drawn)	-0.1	0.0	-4.0	1.0	119.9	105.1	104.7	19	-0.5	0.0	-2.0
O=C(NC(=S)NCC1CCCO1)c1ccc(Br)o1 (stereo not drawn)	-0.6	-5.0	-3.0	-3.0	102.2	95.7	106.0	19	-3.9	-1.0	-2.0
COc1ccccc1NS(=O)(=O)c1ccc(O)c(C(N)=O)c1	0.3	2.0	8.0	-7.0	98.3	98.3	97.5	30	-0.2	-7.0	-15.0
Cc1ccccc1N/C=C/C(=C(C#N)C#N)N(C)C	1.3	-3.0	-7.0	-5.0	101.6	100.7	101.8	23	10.4	-5.0	-2.0
CC1CCc2c(sc(NC(=O)c3ccccc3C(=O)O)c2C#N)C1 (stereo not drawn)	0.0	0.0	0.0	-2.0	99.6	88.4	127.7	41	-0.6	-2.0	-5.0
COCCN(CC(=O)Nc1ccccc1)S(=O)(=O)c1ccc(S(=O)(=O)N2CCCC2)cc1	0.3	1.0	-1.0	1.0	97.5	92.9	94.9	25	0.6	-4.0	-1.0
CC(C)(C)n1nnnc1C(c1cccc(C#N)c1)N1CCN2CCCC2C1 (stereo not drawn)	0.7	-1.0	-2.0	-1.0	95.5	97.5	96.9	23	1.7	0.0	-2.0
C1CCC(n2nnnc2CN2CCN(C3CCCC3)CC2)CC1	-0.1	1.0	-2.0	-2.0	101.9	100.1	101.9	21	-10.3	-3.0	-8.0

Arranged by count of non-hydrogen atoms (lowest first): three of the compounds above
SMILES	ABCB1 inh	Bim-Bcl-W	Bim-Bcl-XL	Bcl-2 Bim block	RGS8-Gao	RGS4-Gao reg	RGS7-Gao reg	GSH bead fluor	ABCG2 block	Bim-Bcl-B	Bim-Bfl-1
CCc1ccc(-c2nc(C)c(CCO)c(=O)[nH]2)cc1	3.2	1.0	-1.0	-2.0	103.5	104.3	106.9	13	15.8	-3.0	-7.0
COc1ccccc1NS(=O)(=O)c1ccc(O)c(C(N)=O)c1	0.3	2.0	8.0	-7.0	98.3	98.3	97.5	30	-0.2	-7.0	-15.0
COCCN(CC(=O)Nc1ccccc1)S(=O)(=O)c1ccc(S(=O)(=O)N2CCCC2)cc1	0.3	1.0	-1.0	1.0	97.5	92.9	94.9	25	0.6	-4.0	-1.0

(listing goes on)
SMILES	ABCB1 inh	Bim-Bcl-W	Bim-Bcl-XL	Bcl-2 Bim block	RGS8-Gao	RGS4-Gao reg	RGS7-Gao reg	GSH bead fluor	ABCG2 block	Bim-Bcl-B	Bim-Bfl-1
Cc1cc(C(F)F)n2nc(C(=O)Nc3ccc(S(=O)(=O)N4CCCC4)cc3)nc2n1	0.2	0.0	-1.0	-4.0	97.8	100.1	101.7	21	0.8	-1.0	-1.0
COc1cccc(C(=O)N2CCN(Cc3ccco3)CC2)c1OC	0.2	-3.0	-1.0	1.0	111.7	119.2	110.5	14	1.1	-2.0	-1.0
CC(=O)Nc1nonc1-c1nc2ccccc2n1Cc1ccccc1	1.4	1.0	-2.0	-9.0	100.6	102.8	100.3	31	37.4	-9.0	-14.0
COC(=O)c1ccccc1NC(=O)N1CCN(c2ccccc2)CC1	2.1	0.0	-2.0	-3.0	101.8	102.0	99.3	13	14.1	0.0	-4.0
Cc1cc(C(=O)CCl)c(C)n1CCc1ccc(F)cc1	0.1	0.0	0.0	0.0	98.6	99.5	101.1	7	2.0	1.0	-5.0
CC(C)c1ccc(NC(=O)N2CCN(S(=O)(=O)c3ccccc3)CC2)cc1	0.6	0.0	-6.0	0.0	103.9	103.7	105.4	21	0.8	0.0	-3.0
COCC(=O)N(Cc1cc2ccccc2[nH]c1=O)c1ccccc1OC	0.1	0.0	-2.0	-1.0	110.8	111.6	110.6	10	0.2	-2.0	-1.0
COc1ccc(C(=O)CSc2cc(C)nc(SCC(=O)c3ccc(C)cc3)n2)cc1	0.8	-6.0	-8.0	11.0	94.5	98.5	101.6	16	2.4	-6.0	1.0
COc1ccc(S(=O)(=O)N2CCCCCC2)cc1N(C)S(=O)(=O)c1ccccc1	0.5	1.0	-4.0	-5.0	116.8	97.3	105.0	14	5.4	-1.0	-3.0
COc1cc(OC)c(OC)cc1/C=N/NC(=O)c1cc(-c2cccn2C)n[nH]1	-0.1	-2.0	0.0	-7.0	100.3	98.3	103.4	34	3.7	-4.0	-14.0
Cc1cccnc1NC(=O)C1CCN(S(=O)(=O)c2c(C)noc2/C=C/c2ccco2)CC1	4.0	-2.0	-4.0	0.0	103.2	105.0	98.9	7	1.3	-4.0	0.0
Cc1c(NS(=O)(=O)c2cc(Br)cc3c2N(C(=O)C2CC2)CC3)c(=O)n(-c2ccccc2)n1C	-0.2	-2.0	-1.0	0.0	100.1	107.5	103.1	14	-0.8	-3.0	-3.0
CC1(C)CC(=O)c2c(n(-c3cccc4ccccc34)ccc2=O)C1	0.3	0.0	-4.0	0.0	88.9	88.1	94.7	12	1.8	-3.0	-1.0
Cc1cc(C(=O)COC(=O)c2ccc(Br)o2)c(C)n1Cc1ccco1	1.1	0.0	-2.0	0.0	99.5	95.6	?	17	15.6	-4.0	-5.0
CN1CCN(c2nc3ccccc3nc2C(C#N)C(=O)OC2CCCCC2)CC1 (stereo not drawn)	8.5	0.0	-1.0	-6.0	94.8	94.4	93.4	15	28.4	-4.0	-10.0
Cc1nn(CC(=O)c2ccccc2Cl)c(C)c1[N+](=O)[O-]	0.3	-1.0	-5.0	0.0	98.1	95.8	100.3	27	9.2	-3.0	-3.0
CN1C(=O)C(CC(=O)Nc2ccc(F)cc2)N(Cc2ccco2)C1=S (stereo not drawn)	-0.2	-8.0	-3.0	1.0	99.3	99.4	?	16	-1.1	-6.0	-5.0
CN(C)C(=S)Nc1nc2ccccc2s1	-2.4	-2.0	-9.0	-3.0	85.8	94.7	92.0	11	-11.4	-44.0	21.0
Cc1ccc(Oc2ccc(Cl)cc2NC(=O)c2ccc(F)cc2F)cc1	0.6	-4.0	-7.0	-3.0	96.5	96.8	93.7	6	10.1	-7.0	-2.0
Cc1cccc(-c2nsc(SCC(=O)Nc3ccc4c(c3)OCO4)n2)c1	-0.7	-8.0	-8.0	-2.0	102.7	99.0	97.1	12	-2.0	-4.0	-2.0
Cc1nn(-c2ccccc2)c2sc(C(=O)N3CCCCC3)cc12	4.6	1.0	5.0	3.0	.	.	.	47	33.7	3.0	3.0
Cc1ccccc1Nc1nc(N)nc(CSc2nncn2C)n1	-0.3	0.0	-2.0	-4.0	104.4	103.1	102.3	7	-0.3	-1.0	-6.0
Cc1ccc(-n2c(N)c(Br)c(=O)[nH]c2=O)cc1C	-0.2	-4.0	0.0	8.0	102.5	102.5	?	18	-6.4	2.0	6.0
COc1ccc(NC(=O)c2cccnc2N2CCCC2)cc1	1.1	0.0	0.0	-2.0	104.8	102.5	100.1	24	5.0	-4.0	-6.0
O=C(NC1CCCC1)C(c1cc2c(cc1[N+](=O)[O-])OCO2)N1CCCC1 (stereo not drawn)	1.4	3.0	-2.0	-2.0	98.8	100.5	?	18	1.0	-7.0	0.0
COc1ccc(N/C=C\C(=O)c2ccc(C)cc2)cc1OC	0.8	2.0	0.0	1.0	104.5	102.7	107.3	18	4.5	-1.0	6.0
COc1ccc(CNC(=O)C2CCN(C(=O)N(C)C)CC2)c(OC)c1	-0.6	3.0	2.0	-2.0	101.9	103.3	100.6	43	0.4	1.0	-9.0
O=C(Nc1ccccc1N1CCN(c2ccccc2)CC1)c1ccccc1	8.7	-2.0	-3.0	-6.0	100.7	99.5	99.9	21	14.0	-5.0	-4.0
O=c1c2ccccc2c2c(O)nc(-c3ccccc3)n2n1Cc1ccccc1	0.1	1.0	-2.0	-7.0	105.5	107.4	102.6	12	1.1	-10.0	-10.0
CCSc1nc2ccc(N3C(=O)C4C5C=CC(C5)C4C3=O)cc2s1 (stereo not drawn)	0.3	-6.0	-8.0	-5.0	103.2	102.4	103.1	18	0.7	-9.0	-8.0
Cc1ccc(NS(=O)(=O)c2ccc(NC(=O)c3cccs3)cc2)cc1	0.3	6.0	2.0	-6.0	100.5	99.3	100.3	61	2.7	-9.0	-12.0
CCOc1ccccc1OCC(=O)Nc1nnc(COC)s1	0.2	-8.0	-11.0	-12.0	93.9	96.9	94.2	29	33.1	-14.0	-10.0
COc1ccccc1NC(=O)CN1CCN(CC(=O)Nc2cc(NC(C)=O)ccc2OC)CC1	0.3	0.0	-4.0	-8.0	98.1	97.3	97.1	13	4.0	-8.0	-13.0
O=C(CN(C1CCCCC1)S(=O)(=O)c1ccc(Cl)cc1)N1CCOCC1	0.2	3.0	-2.0	-7.0	106.8	102.8	102.2	50	1.0	-7.0	-10.0
O=C(CNC(=O)c1ccccc1)N/N=C/c1cc(Br)ccc1O	0.1	-2.0	-3.0	-3.0	99.2	97.8	95.7	11	10.7	-5.0	-12.0
